Source: PubChem BioAssay
p53ts 39C tox: kills p53ts cells at the nonpermissive temperature. Potency, µM (titrated, usually from 46.1 µM), for inactives: at the top dose activity change, negative = cell killing, actives largely listed as cytotoxic. 1.5% of 130,000 active. H1299-p53A138V viability at 39C, ATP luminescence, 24 h. AID 902; also: nearly all actives have a fitted effect of over 55% in size
p53ts 32C kill: kills p53ts cells at the permissive temperature. Potency, µM (highest dose often 46.1 µM), without a hit: at the top dose activity change, negative = cytotoxicity, usual class: cytotoxic. H1299-p53A138V at 32C, ATP luminescence viability, 24 h. AID 924. 0.93% of 130,000 active;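 also: 0% = DMSO and -100% = full killing by reference compound; nearly all actives have a fitted effect of over 55% in size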
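ATP-content luminescence (ATPlite) read-out after 24 h compound exposure at 32C in H1299-p53A138V cells (600/well). Tested up to 46 uM. Normalized to DMSO (0%) and 100 uM tamoxifen (100% killing); Hill-fit AC50.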
IkB signaling: suppresses IkB signaling in ABC-DLBCL reporter cells; 0.04% of 110,000 active; ABC-DLBCL IkBa-CBG/CBR dual luciferase ratio, 4 h; response scale: scaled: untreated 0%, proteasome inhibitor 100%; AID 445; Potency, µM (doses to about 57.1 µM), for the others: at the top dose IkBa stabilization activation; active = well fitted curve in the direction sought with a large enough effect in the signal ratio, not every such curve was filed as active; inconclusive = small, poorly fitted or top-dose-only effect, or a change in a side signal; the % refers to the signal ratio;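 also: the direction sought is a rising ratio; 0% = basal untreated cells and 100% = reference inhibitor full response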
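In this assay, an IκBα–CBG68 fusion accumulates when IKK-driven degradation is blocked; native CBR normalizes for cell number. OCI-Ly3 cells were treated 4 h with compound and doxycycline, then green and red light read after Chroma-Glo addition.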
Imprint erasure: induces erasure of genomic imprints in mouse ES cells. 0.02% of 110,000 active. AID 1948. Potency, µM (doses to about 60.7 µM), for inactives: at the top dose activity change, positive = activation, usual class: activators. mouse ES Peg3-LacZ reporter, beta-gal luminescence, 40 h;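 also: 0% = negative control wells on the plate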
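Imprint erasure is scored as LacZ activity from the silenced maternal Peg3 allele in feeder-free female ES cells cultured 40 h with LIF. Luminescence is normalized to in-plate negative controls and fitted to the Hill equation.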
The depositor's hits bear a star; ? = inconclusive; · = no result given; [ ] = another dose, or the depositor's remark. Unless noted, calls follow the shape of the dose curve; as a rule, active = well fitted curve in the direction sought with a large enough effect; inconclusive = small, poorly fitted or top-dose-only effect, or another doubt; inactive = no such curve, though single readings can be large; an effect the other way counts as inactive or inconclusive. Unless noted, % is scaled to controls: 0 for no effect and ±100 for the full control effect; potency is read from the fitted curve at half-maximal effect.

Results follow in this order: p53ts 32C kill | p53ts 39C tox | Imprint erasure | IkB signaling
CSC1=NC2(CCN(C(=O)NC3CCCCC3)CC2)N=C1c1ccc(C(C)(C)C)cc1
    4.9% | -14.2% | -7.4%[10.9 µM] | ?
O=C(Nc1cccc2c1CCCC2)c1ccc(Br)o1
    15.0% | -15.4% | -14.1% | 1.2%
COc1ccccc1NC(=O)CSc1nc(N)cc(N)n1
    5.9% | 5.7% | -1.0% | ?
COc1ccc(OC)c(NC(=O)c2cc3c(=O)oc4ccccc4c3s2)c1
    5.7% | 12.5% | -3.1%[10.9 µM] | ?
Cc1nc2ncnn2c(C)c1CCC(=O)NC(C)c1ccc2c(c1)OCCO2 (stereo unspecified)
    -15.8% | 11.1% | 5.0% | ?
COc1ccc(CCNC(=O)CSc2nncn2N)cc1OC
    -9.7% | -8.8% | 1.8% | 0.6%
Cc1ccc(C(=O)C(NC(=O)c2ccco2)N2CCOCC2)cc1 (stereo unspecified)
    ? | ? | -21.0% | 1.1%
CC1(C)Cc2ccccc2C(NNC(=O)c2cccnc2)=N1
    -5.5% | 8.3% | · | ·
CCCCN(C)C(=O)C1CCC(CNS(=O)(=O)c2ccc(Cl)cc2)CC1 (stereo unspecified)
    7.1% | 9.1% | -13.2%[10.9 µM] | ?
COc1ccc(-n2c(C)nc3cc(C(=O)NC4CCCCCC4)ccc32)cc1
    19.6% | -5.6% | 22.0%[10.9 µM] | 0.0%
COCCn1nnnc1CN1CCC(NC(=O)Nc2cccc(OC)c2)CC1
    9.1% | -1.4% | 7.3% | 0.3%
COc1ccc(-c2nc3c(C#N)c[nH]n3c2NC2CCCC2)cc1
    3.9% | -3.6% | -9.1%[10.9 µM] | ?
CSCC[C@H](NC(=O)OC(C)(C)C)c1nnc(SCC=C(C)C)o1
    10.0% | 8.0% | -20.9% | 2.5%
CC(C)COc1ccc(C(=O)OC2CC(C)(C)OCC2CN(C)C)cc1 (stereo unspecified)
    1.7% | -6.3% | -16.4% | 1.7%
Cc1ccc(NC(=O)C(OC(=O)c2ccc(C=O)cc2)c2ccccc2)cc1Cl (stereo unspecified)
    9.8% | -28.1% | · | ·
COc1ccc(C(C)NC(=O)c2ccoc2C)cc1OC (stereo unspecified)
    0.0% | 5.5% | -5.8% | -1.7%
CC(=O)c1cccc(NC(=O)NCc2cccs2)c1
    -3.2% | 1.1% | -14.0% | 7.1%
O=C(CN1CCOc2ccccc21)NC1CC1
    -3.2% | -1.0% | -10.9% | -2.8%
CCCCn1c(SCC(=O)N2CCN(c3ccccc3)CC2)nc2ccsc2c1=O
    8.5% | 69.3%[activator] | -15.1% | ?
CCOC(=O)C1=C(CC)Nc2ccccc2N=C1NC(=O)c1cccc(S(=O)(=O)N2CCCC2)c1
    9.3% | -7.3% | -16.3% | -2.5%
CCOC(=O)c1ccc(Nc2nc(N)c3cc(OC)c(OC)cc3n2)cc1
    ? | ? | ? | ?
COc1ccc(CCNC(=O)N2CCOCC2)cc1
    -14.2% | 17.2% | · | ·
CCOCCCn1c(=N)c(S(=O)(=O)c2ccccc2)cc2c(=O)n3cc(C)ccc3nc21
    14.4% | 6.1% | -10.7%[10.9 µM] | -0.7%
CCCCNC(=O)c1cnn2c(C)c(Cc3c(F)cccc3Cl)c(C)nc12
    1.6% | 37.5%[activator] | -15.9%[10.9 µM] | ?
OCCNCc1ccc(OC2CCCC2)cc1
    2.4% | 7.2% | -5.3% | -0.2%
Cc1cccc2sc(N(Cc3cccnc3)C(=O)C3CCCCC3)nc12
    8.5% | 5.1% | 9.0%[10.9 µM] | ?
O=C(C1CCCN(S(=O)(=O)c2ccc(F)cc2)C1)N(Cc1cccs1)C1CC1 (stereo unspecified)
    -0.1% | -10.6% | -13.6% | ?
O=C(O)c1cc(S(=O)(=O)N2CCCCC2)ccc1F
    -29.5% | -1.4% | -5.9% | -1.0%
CCOc1ccc(NC(=O)c2ncn(-c3ccccc3)n2)cc1
    -12.5% | -22.8% | -7.0%[10.9 µM] | ?
COc1ccc(-c2nc3cnc(N4CCN(C)CC4)nc3n(CCC#N)c2=O)cc1
    -8.2% | 10.2% | · | -2.2%[11.4 µM]
O=C1CS(=O)(=O)C2(C(=O)N(Cc3cccc(F)c3)c3ccccc32)N1c1ccccc1 (stereo unspecified)
    11.2% | -7.1% | 7.7%[10.9 µM] | ?
Cn1c(=O)c2c(nc(NC3CCCCC3)n2CC(O)COc2ccccc2)n(C)c1=O (stereo unspecified)
    0.6% | 21.3% | -11.6% | -1.4%
N#Cc1nc(-c2cccs2)oc1N1CCOCC1
    -5.5% | 0.2% | -15.2% | -0.1%
CCOc1ccc(CNc2nc3nc(C)c(Cc4ccccc4)c(=O)n3[nH]2)cc1
    5.9% | 8.5% | -7.9%[10.9 µM] | -1.0%
COc1ccc(CNC(=O)CS(=O)Cc2nc(-c3cccc(C)c3)oc2C)cc1 (stereo unspecified)
    8.5% | -6.6% | -5.2%[10.9 µM] | ?
CC(=O)N1CCN(c2csc3ccc(Cl)cc3c2=O)CC1
    -0.8% | -7.2% | -22.0%[10.9 µM] | 0.8%
CCNc1ccccc1
    7.8%[1.84 µM] | -9.1% | 3.4% | 2.2%
Clc1ccccc1CNCCCSc1nnnn1-c1ccccc1
    ? | -7.9% | -13.0%[10.9 µM] | -1.1%
COCCOC(=O)C1=C(C)N=C2SCCC(=O)N2C1/C=C/c1ccccc1 (stereo unspecified)
    -8.0% | -14.1% | · | 10.5%
O=C(O)c1cc2c(cc1S(=O)(=O)O)[C@H]1[C@@H]([C@H]3[C@H]2[C@@]2(Cl)C(Cl)=C(Cl)[C@]3(Cl)C2(Cl)Cl)[C@]2(Cl)C(Cl)=C(Cl)[C@@]1(Cl)C2(Cl)Cl
    -6.5%[9.22 µM] | 3.4%[9.22 µM] | · | 1.7%[11.4 µM]
CCOC(=O)N1CCN(CC(O)c2ccc3cc[nH]c3c2)CC1 (stereo unspecified)
    -0.9% | 4.6% | -6.7% | 2.3%
CCCN1Cc2cccc(C(=O)Nc3ccc4c(c3)OCCO4)c2C1=O
    -18.5% | 3.0% | -23.6% | -3.7%
c1ccc(-c2oc3ncnc(N4CCOCC4)c3c2-c2ccccc2)cc1
    0.3% | -0.7% | 0.0% | 2.3%
CCCOc1ccccc1C1CC(=O)Nc2cc3c(cc21)OCCO3 (stereo unspecified)
    17.3% | 10.9% | -23.1% | ?
COc1ccc2cc(S(=O)(=O)N3CCCCC3)ccc2c1S(=O)(=O)N1CCCCC1
    5.2% | -2.4% | -4.5% | 0.1%
CC1CCCCC1NC(=O)CSc1nnc(CN2CCOCC2)n1C (stereo unspecified)
    -0.3% | 12.2% | 0.2% | 1.0%
COC(=O)c1c(C(=O)OC)c2cc(C)ccn2c1Cl
    2.6% | -7.2% | -2.6% | -2.7%
CCC#CCOCC(=O)Nc1ccccc1
    8.2% | 0.9% | -6.9% | ·
O=c1c2c(nc3n1CCCCC3)sc1c(O)cccc12
    ? | ? | -61.8%[inhibitor] | -1.6%
CCOc1ccc(NC(=O)CCN2CCN(c3ccccc3OC)CC2)cc1
    -1.8% | 1.0% | 5.7% | -0.7%

Carrying on:
Results follow in this order: p53ts 32C kill | p53ts 39C tox | Imprint erasure | IkB signaling
O=C(O)c1ncn(Cc2ccccc2)c1C(=O)O
    -6.7% | 4.6% | -8.7% | 0.1%
Nc1nc(CC(=O)O)cs1
    5.7%[1.84 µM] | -4.4% | 2.1% | 4.0%
O=C(c1cc(-c2ccco2)on1)N1CCc2ccccc2C1
    1.0% | -18.8% | -5.1% | 3.8%
CNc1nc(N(C)C)nc(N(C)C)n1
    -6.8% | -12.8% | · | ·
COc1cc(C2c3c(oc4ccc(F)cc4c3=O)C(=O)N2Cc2ccc3c(c2)OCO3)ccc1O (stereo unspecified)
    10.3% | 8.0% | 6.5%[10.9 µM] | 0.5%
CN(C)CCCN1C(=O)C(=O)/C(=C(/O)c2ccncc2)C1c1cccnc1 (stereo unspecified)
    1.2% | -3.0% | -0.7% | -1.0%
C=CCn1c2ccccc2c2nnc(SCN3C(=O)c4ccccc4C3=O)nc21
    3.6% | 9.7% | -16.8% | ?
Cc1oc(C)c2c(=O)ccc3c(c12)OC(N)=C(C#N)C3c1ccccc1Cl (stereo unspecified)
    27.2% | 14.5% | -15.8% | 4.1%
COc1ccccc1-n1c(SCC(N)=O)nnc1-c1ccc(S(=O)(=O)N2CCCCC2)cc1
    13.3% | 10.1% | -9.7% | 3.2%
CCn1cc(C(=O)NCCCN2CC(C)CC(C)C2)c(=O)c2cc(S(=O)(=O)N(C)C)ccc21 (stereo unspecified)
    2.4% | 1.2% | -10.7% | 1.3%
CCN1C(=O)CC(Sc2ccccc2N)C1=O (stereo unspecified)
    -3.4% | 4.3% | -1.4% | 2.9%
CNc1ccnc(-c2ccccc2C(F)(F)F)n1
    -0.8% | 5.4% | -7.3% | -1.3%[11.4 µM]
COc1ccc(CNc2ncncc2-c2cccnc2)c(OC)c1
    5.3% | 6.7% | -11.9% | 3.3%[11.4 µM]
O=C(CNC(=O)c1ccco1)OCc1ccc(Cl)cc1
    -5.0% | -11.1% | -4.0% | -4.6%
Cc1nc2sc(C(c3cccs3)N3CCC(C(N)=O)CC3)c(O)n2n1 (stereo unspecified)
    3.6% | 10.0% | -21.9% | 4.1%
N=C(N)SCCN1CCCCC1
    7.8%[9.22 µM] | -17.0%[9.22 µM] | -6.6%[10.9 µM] | 10.6%[11.4 µM]
CC(NC(=O)CC1Nc2ccccc2NC1=O)c1ccccc1 (stereo unspecified)
    -4.7% | -3.9% | -0.8% | ?
O=S(=O)(c1ccc(Br)cc1)c1nc(-c2ccco2)oc1SCc1ccccc1F
    3.5% | -1.8% | -19.6%[10.9 µM] | -3.3%
Cc1ccc(-c2nc(CS(=O)(=O)CC(=O)Nc3ccc(Br)cc3F)c(C)o2)cc1
    -4.2% | ? | 24.2%[10.9 µM] | -1.1%
COc1cccc2cc(-c3csc(-c4ccc(Cl)cc4)n3)c(=O)oc12
    1.9% | -18.3% | -8.4%[10.9 µM] | -2.1%
Cc1ccc(Cl)cc1N1CCN(c2nc3ccc(C(=O)c4ccccc4)cc3n3cnnc23)CC1
    -4.0% | 7.4% | 5.0%[10.9 µM] | -1.1%
CCOc1ccc(S(=O)(=O)NCC(c2cccs2)S(=O)(=O)c2ccc(C)cc2)cc1 (stereo unspecified)
    32.7%[activator] | 52.7%[activator] | -9.2%[10.9 µM] | ?
O=C(CCNS(=O)(=O)c1cccs1)N1CCCCCC1
    5.3% | -3.9% | -13.1% | -0.3%
O=C(O)CNCC1COc2ccccc2O1 (stereo unspecified)
    -5.5% | -4.3% | 3.7% | 0.7%
O=C1OC(c2ccccc2)=C/C1=C/N1CCOCC1
    -2.6% | -5.6% | · | ·
CCC(=O)Nc1nonc1-c1nc2ccccc2n1Cc1cccc2ccccc12
    -1.1% | 1.1% | · | ·
O=C(Nc1cccc(F)c1)C1CCN(c2nc3ccccc3nc2C(F)(F)F)CC1
    -11.7% | -20.0% | 18.0%[10.9 µM] | ?
CC(C)OC(=O)CSc1nnnn1-c1ccc2c(c1)OCCO2
    12.2% | -5.9% | -11.0% | -0.2%
CC(=O)c1ccc(NC(=O)c2cc(C)nn2-c2ccccc2)cc1
    12.3% | -7.4% | ? | ?
Cc1cc(C)n(-c2nc3ccccc3nc2Nc2ccc3c(c2)OCO3)n1
    5.9% | -7.6% | -9.5% | 4.9%
Cc1ccc(O)c(NC(=O)c2cc(-c3ccc4c(c3)OCO4)on2)c1
    ? | ? | -43.3%[inhibitor][10.9 µM] | ?
Cc1ccc(C)c(NC(=O)Cn2c(=O)ccc3cc(S(=O)(=O)N4CCCC4)ccc32)c1
    5.7% | -28.0% | 22.8%[10.9 µM] | -2.0%

Rows are unselected; any-hit rate near 1.7%.
